Source: PubChem
TRb SRC2 PPI = TRbeta-SRC2 interaction inhibition; TRbeta-SRC2 peptide binding, fluorescence polarization; receptor liganded with 1 µM T3; Potency, µM (doses to about 106 µM), for the others: top-dose activity change, negative = inhibition, actives largely listed as inhibitors; AID 1469; 0.065% of 280,000 active;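 also: potency is read from the fitted curve at half-maximal effect; plate controls were bound peptide for no effect and peptide without receptor for full effect; nearly all actives have a fitted effect of over 50% in size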
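TRb LBD 0.6 uM + Texas Red SRC2 peptide 20 nM, 1 uM T3, Tris buffer w/ 5% DMSO; compound pinned, 5 h RT; FP read ex 555/em 632; normalized to unbound and bound controls.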
aGal spleen mod = inhibits or activates alpha-galactosidase in human spleen homogenate. 0.008% of 240,000 active. Potency, µM (doses to about 80 µM), for inactives: at the highest dose activity change, negative = inhibition, usual class: inhibitors. P06280. human spleen homogenate, 4MU-alpha-Gal fluorescence, 40 min;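 also: potency is read from the fitted curve at half-maximal effect; 0% = enzyme with vehicle and -100% = no enzyme basal signal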
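Inhibition or activation of alpha-galactosidase in human spleen homogenate is scored by 4-MU fluorescence after 40 min at 37C, pH 5.0, with 1 mM substrate. AC50s come from concentration-response fitted to the Hill equation.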
CBFb RUNX1 block = blocks binding between human CBF-beta and RUNX1; Potency, µM (top dose mostly 59.8 µM), for inactives: top-dose activity, negative = inhibition, most hits filed as inhibitors; 230,000 tested, under 10 active; AID 1477; AlphaScreen CBFb-His/RUNX1-biotin binding, biochemical; Q01196+Q13951; also: % of control where 0% means no effect
Target sequence (Q01196 whole entry, looked up): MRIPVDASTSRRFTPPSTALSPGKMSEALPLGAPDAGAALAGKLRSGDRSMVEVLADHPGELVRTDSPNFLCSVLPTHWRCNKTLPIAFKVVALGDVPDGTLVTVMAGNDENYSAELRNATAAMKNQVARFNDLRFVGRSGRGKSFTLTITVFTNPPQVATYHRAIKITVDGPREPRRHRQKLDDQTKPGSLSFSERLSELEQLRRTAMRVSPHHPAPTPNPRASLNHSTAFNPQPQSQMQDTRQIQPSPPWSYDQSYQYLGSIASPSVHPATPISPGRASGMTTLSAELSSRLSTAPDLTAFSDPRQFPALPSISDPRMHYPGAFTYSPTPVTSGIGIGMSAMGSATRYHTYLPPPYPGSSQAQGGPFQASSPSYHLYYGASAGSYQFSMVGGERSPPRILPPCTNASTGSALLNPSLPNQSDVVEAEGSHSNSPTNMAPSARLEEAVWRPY
Target sequence (Q13951 whole entry, looked up): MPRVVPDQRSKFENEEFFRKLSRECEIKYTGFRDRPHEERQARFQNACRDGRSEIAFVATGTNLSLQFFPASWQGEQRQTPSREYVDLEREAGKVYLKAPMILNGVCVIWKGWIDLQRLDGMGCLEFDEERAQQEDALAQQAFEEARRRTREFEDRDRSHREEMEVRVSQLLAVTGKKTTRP
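Read-out: AlphaScreen. Format: His-CBF-beta with biotinylated RUNX1 (30 nM each) preincubated 20 min, compound 15 min, Ni-chelate plus streptavidin beads 90 min; room temperature throughout.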
NPSR antag = antagonists of human neuropeptide S receptor cAMP signaling; 1% of 220,000 active; CHO-NPSR cells, cAMP TR-FRET, antagonist mode; AID 1461; Potency, µM (series often up to 38.3 µM), inactives show at the top dose activity change, negative = inhibition, hits mostly inhibitors; Q6W5P4; also: potency is read from the fitted curve at half-maximal effect; % is scaled to controls: 0 for no effect and ±100 for the full control effect; nearly all actives have a fitted effect of over 50% in size; many of its hits are not listed in these tables
Target sequence (Q6W5P4 whole entry, looked up): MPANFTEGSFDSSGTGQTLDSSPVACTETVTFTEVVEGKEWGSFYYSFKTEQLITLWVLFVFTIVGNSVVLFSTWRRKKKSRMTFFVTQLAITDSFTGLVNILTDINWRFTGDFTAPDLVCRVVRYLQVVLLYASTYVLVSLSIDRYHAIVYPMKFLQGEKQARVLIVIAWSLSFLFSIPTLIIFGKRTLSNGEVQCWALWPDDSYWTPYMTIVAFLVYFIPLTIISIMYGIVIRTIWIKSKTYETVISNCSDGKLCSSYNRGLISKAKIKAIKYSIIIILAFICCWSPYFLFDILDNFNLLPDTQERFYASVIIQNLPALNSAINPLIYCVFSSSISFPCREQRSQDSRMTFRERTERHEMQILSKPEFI
TR SRC2 fluor cs = counter-screen for TRb-SRC2 inhibitors: fluorescence interference; TRb/SRC2 Texas Red total fluorescence interference; Potency, µM (highest dose often 106 µM), for inactives: top-dose fluorescence change, negative = quenching; 0.29% of 280,000 active; active = well fitted curve in either direction with a large enough effect; inconclusive = small, poorly fitted or top-dose-only effect; also: potency is read from the fitted curve at half-maximal effect; % is scaled to controls: 0 for no effect and ±100 for the full control effect
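Human TRβ ligand-binding domain (0.6 uM) and Texas Red SRC2 peptide (20 nM) in Tris buffer with 1 uM T3 and 5% DMSO were incubated with pinned compound for 5 hr at ambient temperature. Total fluorescence was computed as S + 2P (555/632 nm).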
Tau fluor counter = counter-screen for tau fibril formation inhibitors; tau K18 P301L Alexa594 fluorescence, heparin fibrillization; Potency, µM (titrated, usually from 57.7 µM), without a hit: at the top dose activity change, negative = decrease; 0.93% of 280,000 active; AID 1463; also: potency is read from the fitted curve at half-maximal effect; % is scaled to controls: 0 for no effect and ±100 for the full control effect; nearly all actives have a fitted effect of over 55% in size
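Human tau K18 P301L (15 uM unlabeled, 0.24 uM Alexa 594-labeled) in 100 mM sodium acetate pH 7 with 20 uM heparin, 6 hr at 37 C. ThT 30 uM added, 1 hr ambient; Alexa 594 FP and total fluorescence read at 555/632 nm.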
Tau fibril FP = inhibitors of human tau fibril formation; P10636; K18 P301L tau heparin fibrillization, Alexa594 FP, 6 h; Potency, µM (doses to about 57.7 µM), for inactives: top-dose activity, negative = inhibition, usual class: inhibitors; 0.39% of 280,000 active; also: potency is read from the fitted curve at half-maximal effect; % is scaled to controls: 0 for no effect and ±100 for the full control effect; nearly all actives have a fitted effect of over 55% in size
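Human K18 P301L fragment (15 uM unlabeled plus 0.24 uM Alexa 594-labeled) in 100 mM sodium acetate pH 7 with compound, aggregation induced by 20 uM heparin for 6 hr at 37 C. ThT (30 uM) added for 1 hr, then Alexa 594 FP read.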
Epigenetic derep = epigenetic control regulation, reporter derepression | 0.2% of 280,000 active | Potency, µM (doses to about 53.9 µM), for the others: at the highest dose GFP activation, most hits filed as activators | murine LDR cells, GFP reporter derepression, 30 h; also: potency is read from the fitted curve at half-maximal effect; % of control where 0% means no effect; nearly all actives have a fitted effect of over 60% in size
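GFP-positive cell count by laser-scanning cytometry (objects 20–120 um) after 30 h, 37 C compound exposure of murine LDR cells; reporter is CMV-GFP integrated at a silenced locus, inducible by HDAC or DNMT inhibitors.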
The depositor's hits bear a star; ? = inconclusive; . = not tested or not shown; [ ] = dose if it differs, or a comment. Unless noted, calls follow the shape of the dose curve; as a rule, active = well fitted curve in the direction sought with a large enough effect; inconclusive = small, poorly fitted or top-dose-only effect, or another doubt; inactive = no such curve, though single readings can be large; an effect the other way counts as inactive or inconclusive. Only part of the results is shown; rates above refer to the full screens.

SMILES	TRb SRC2 PPI	aGal spleen mod	CBFb RUNX1 block	NPSR antag	TR SRC2 fluor cs	Tau fluor counter	Tau fibril FP	Epigenetic derep
O=C(Nc1ccc(F)cc1)c1nc(SCc2ccccc2F)ncc1Cl	-10%	.	.	.	-3%	-6%	-12%	3.2%
COc1ccc(OC)c(NC(=O)C2C3CCC(O3)C2C(=O)O)c1 (stereo not given)	7%	-8%	-2%	-7%[46.1 µM]	-1%	-9%	-3%	1.9%
CN(CC(=O)Nc1ccccc1-c1ccccc1)Cc1ccccc1Cl	-5%	3%	28%	?	-4%	-10%	-2%	1.1%
Brc1ccc(OCc2ccccc2)c(CNCc2ccncc2)c1	-22%	10%	?	-10%[46.1 µM]	1%	0%	8%	-0.9%
CC12CCC=CC1C(c1ccc(F)c(Br)c1)N(Cc1ccccc1)C2=O (stereo not given)	6%	-2%	14%	.	-1%	.	.	.
CC(=O)OCC1=C(C(=O)O)N2C(=O)C(NC(=O)c3ccc(F)cc3)C2SC1 (stereo not given)	-5%	1%	-9%	3%	0%	-10%	?	0.6%
Cc1c(C(=O)Nc2ccc(OCc3ccccc3)cc2)cccc1[N+](=O)[O-]	-29%	-3%	3%	-11%[46.1 µM]	1%	-1%	0%	1.2%
O=C(OCc1nc2ccccc2s1)[C@@H]1CCCN1S(=O)(=O)c1ccccc1F	-8%	-2%	10%	7%[46.1 µM]	-2%	-21%	4%	2.1%
Cc1ccc(NC(=O)CC2SCCNC2=O)cc1Cl (stereo not given)	2%	-6%	4%	-6%[46.1 µM]	-1%	-1%	-1%	-1.1%
O=C(COC(=O)/C=C/c1ccc(Cl)cc1Cl)Nc1ccc2c(c1)OCCO2	2%	8%	0%	-19%	-1%	-12%	?	1.3%
Cc1ccc(-n2c(=O)c3c(cnn3C)n(CC(=O)Nc3ccccc3C)c2=O)cc1	0%	.	.	.	-1%	-14%	-6%	0.1%
N#Cc1ccc(C(=O)CSc2n[nH]c(=O)n2-c2cccnc2)cc1	-9%	8%	-17%	-20%	-12%	-12%	-11%	1.1%
Clc1ccc(COc2ccccn2)c(Cl)c1	3%	1%	1%	1%[46.1 µM]	-3%	-2%	-3%	-1.5%
O=c1[nH]c2ccccc2nc1-c1cccs1	-5%	?	14%	-10%[46.1 µM]	-1%	-12%	-1%	1.0%
CC(=O)N1CCN(c2ccc(C(N)=O)cc2[N+](=O)[O-])CC1	3%	-11%	4%	10%	1%	-8%	-7%	1.1%

Quoted at random: 2 compounds from above
SMILES	TRb SRC2 PPI	aGal spleen mod	CBFb RUNX1 block	NPSR antag	TR SRC2 fluor cs	Tau fluor counter	Tau fibril FP	Epigenetic derep
Clc1ccc(COc2ccccn2)c(Cl)c1	3%	1%	1%	1%[46.1 µM]	-3%	-2%	-3%	-1.5%
CC(=O)N1CCN(c2ccc(C(N)=O)cc2[N+](=O)[O-])CC1	3%	-11%	4%	10%	1%	-8%	-7%	1.1%

Other structures.
SMILES	TRb SRC2 PPI	aGal spleen mod	CBFb RUNX1 block	NPSR antag	TR SRC2 fluor cs	Tau fluor counter	Tau fibril FP	Epigenetic derep
Cn1cc(-c2cc3n(n2)CCC(=O)N3CC(=O)NCc2ccccc2)c2ccccc21	-4%	.	.	.	-17%	-24%	0%	-1.7%
CCn1c(SCC(=O)NCc2ccccc2)nnc1-c1cccnc1	8%	18%	2%	0%	-1%	-1%	-1%	-4.7%
COCCCn1c(=O)/c(=C\c2ccccc2OC(F)F)s/c1=C(/C#N)C(=O)NC(C)C	1%	1%	-2%	-37%	6%	-5%	0%	15%
O=C(CCl)Nc1cccc2ncccc12	-3%	0%	0%	-9%	-4%	-6%	4%	17%
COc1ccccc1-c1noc(CSc2nc3ccc(C)cc3[nH]2)n1	-25%[53 µM]	.	.	.	-76%[53 µM]	?	-8%	1.1%
COc1cc(C)ccc1OCCOCCOc1ccc(C)cc1[N+](=O)[O-]	4%	2%	6%	14%	-1%	-19%	-1%	-1.1%
Cc1cccc(/N=C2/NC(=O)C(Cc3ccccc3)S2)n1 (stereo not given)	6%	-2%	-7%	13%	-1%	-4%	6%	2.7%
Fc1cccc(CN2CCN(c3nc4nonc4nc3NC3CC3)CC2)c1	-11%	-14%	1%	8%	-6%	2%	16%	3.1%
COc1ccc(O[C@H]2C=C[C@@H](c3ccccc3)O[C@@H]2CO/N=C(\C)CCN2CCCc3nc(C)c(C)cc32)cc1	5%[11.2 µM]	7%[17.5 µM]	-12%[13.1 µM]	.	-18%[11.2 µM]	-2%[11.6 µM]	12%[11.6 µM]	1.1%[10.1 µM]
CON(C)c1nc(OCCNC(=O)OCc2ccc(Cl)cc2Cl)nc(N(C)C)n1	-6%	0%	3%	-5%[46.1 µM]	-3%	-1%	6%	0.9%
CC(=O)Nc1nnc(Cc2ccccc2)s1	-2%	6%	10%	-2%[46.1 µM]	-6%	3%	12%	-0.7%
COc1ccc(-n2nc(C(N)=O)c(O)cc2=O)cc1	-3%	2%	16%	8%	-5%	-3%	-2%	-0.5%
CS(=O)(=O)N1N=C(c2ccccc2)CC1c1ccc2c(c1)OCO2 (stereo not given)	-3%	5%	-17%	11%	-5%	7%	1%	-3.2%
NCCc1nnc(SCC(N)=O)o1	-4%	-1%	0%	-1%[46.1 µM]	1%	-10%	-13%	0.2%
O=S(=O)(c1cccc2cccnc12)N1CCc2ccccc21	-4%	3%	1%	-25%[46.1 µM]	-1%	-5%	-2%	0.7%
NS(=O)(=O)c1ccc(C(=O)Nc2ccc(-c3nc4cccnc4s3)cc2)cc1	-4%	-6%	14%	9%	-3%	3%	?	0.0%
CCc1nccn1S(=O)(=O)c1cc(Br)ccc1OC	7%	-18%	-1%	-1%[46.1 µM]	-1%	-10%	-7%	0.0%
COc1ccc(/C=N/NC(=O)c2c(C)nnn2-c2nonc2N)cc1OC	0%	0%	-16%	5%	1%	2%	-2%	?
Cc1ccc(C(=O)Nc2cc(Cl)ccc2N2CCCCC2)s1	1%	5%	3%	-21%[46.1 µM]	-2%	-22%	-6%	1.2%
COc1cccc(N2CCN(c3ncnc4c3c(-c3ccccc3)cn4-c3ccc(C)cc3)CC2)c1	6%	.	.	.	-3%	-4%	8%	3.8%
C=CCc1cccc2cc(C(=O)N3CCN(C(=O)c4ccco4)CC3)c(=O)oc12	-2%	-1%	13%	-12%[46.1 µM]	-6%	4%	-1%	0.0%
O=C(NC1CCCC1)c1ccccc1-c1ccccc1	-5%	-2%	4%	-31%	-4%	-11%	-3%	-1.6%
CCOc1ccc(NC(=O)Cn2cc(C(=O)c3ccccc3)c(=O)c3cc4c(cc32)OCO4)cc1	1%	.	.	.	-1%	-26%	-8%	?
C#Cc1ccc(C(=O)Nc2ccc(N3CCC(C)CC3)c(C(N)=O)c2)cc1	7%	2%	5%	29%	0%	-9%	3%	11%
Cc1ccc(-c2nc(CS(=O)CC(=O)NCc3ccccc3)c(C)o2)cc1 (stereo not given)	10%	5%	-4%	-4%[46.1 µM]	-1%	-8%	-2%	-3.2%
OC(CNCCc1ccc(Cl)cc1)COc1ccc2ccccc2c1 (stereo not given)	4%	9%	12%	-40%	-1%	-26%	-8%	4.4%
Cc1cc(C)cc(NC(=O)N2CCCC2C(=O)Nc2ccc(-n3cnnn3)c(C)c2)c1 (stereo not given)	-8%	5%	-2%	-13%[46.1 µM]	-3%	-7%	-7%	-1.9%
C/C(N)=C(/C#N)C(=O)COC(=O)C1Cc2ccccc2CN1S(C)(=O)=O (stereo not given)	1%	7%	-18%	-13%[46.1 µM]	-2%	7%	-5%	-2.7%
O=c1cc(-c2ccc(O)c(O)c2)oc2cc(OC3OC(CO)C(O)C(O)C3O)cc(O)c12 (stereo not given)	-2%	4%	-21%[21.7 µM]	.	-9%	?	-8%	-2.2%
Cc1ccc(C(=O)NCc2nnc(SCC(=O)Nc3sc4c(c3C#N)CCCC4)n2C)cc1	11%	2%	8%	?	-1%	5%	2%	-2.1%
CC(C)c1ccc2occ(-c3nn[nH]n3)c(=O)c2c1	-2%	3%	1%	-8%	0%	-3%	1%	1.1%
CCCC[C@H]1C[C@@H]1[C@@H]1N(C(C)=O)[C@H](c2cccc(OC)c2)CC12CC2	3%	4%	18%	.	-1%	-7%	8%	2.3%
CC(C)c1ccccc1NC(=O)CN(c1ccccc1)S(=O)(=O)N(C)C	7%	.	.	.	2%	-9%	2%	-1.0%
CCOC(=O)N1CCc2c(sc3c2C(=O)NC(c2cc(OC)c(O)c(OC)c2)N3)C1 (stereo not given)	4%	.	.	.	-3%	-16%	1%	6.4%
COc1cccc(N2CCN(C(=O)c3c(C)nn(-c4ccccc4)c3C)CC2)c1	-4%	-7%	3%	17%	-5%	-13%	3%	0.0%
CC(C)(C)c1ccc(C(=O)Nc2ccc(Cl)cc2)cc1	0%	-3%	1%	-1%	-7%	-12%	0%	-4.1%
CC(C)C(=O)NNc1nc2ccccc2s1	-17%	-6%	12%	6%[46.1 µM]	-2%	-4%	6%	0.0%
C#CCSc1nnc(-c2ccc(OC)cc2)o1	6%	1%	3%	5%[46.1 µM]	-3%	-9%	-8%	2.8%
CCOCCc1nnc(NC(=O)Cc2c(F)cccc2Cl)s1	-4%	1%	-2%	4%	0%	4%	1%	4.3%
Cc1cccc(N2CCN(Cc3cnc(Cl)s3)CC2C)c1 (stereo not given)	-4%	-10%	-13%	-21%	-3%	-20%	-3%	0.9%
COc1ccc(C(=O)C2CCCN(C(=O)COc3ccc(C(C)=O)cc3)C2)cc1F (stereo not given)	1%	0%	5%	-10%	-2%	-5%	-3%	0.0%
O=C(Nc1ncn[nH]1)c1ccc(Cl)c(S(=O)(=O)Nc2ccc(Cl)cc2)c1	-4%	3%	-17%	-9%	0%	-7%	-10%	-0.9%
CCOc1ccc(N(CC(=O)NCC2CCCO2)S(=O)(=O)c2ccc(Cl)cc2)cc1 (stereo not given)	4%	-12%	1%	-11%[46.1 µM]	-4%	-12%	-7%	-0.2%
Cc1ccc(SCc2nc(-c3cccnc3)no2)cc1	2%	-13%	7%	3%[46.1 µM]	-2%	-14%	-5%	0.9%
